High-throughput results: PubChem, several laboratories
Mtb FBA inh: Mtb fructose-bisphosphate aldolase inhibition | inhibition, % at 1 µM | 2.3% of 360,000 active | purified M. tuberculosis FBA, fluorescence read-out | P9WQA3; in the data active = inhibition above about 27%;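 also: 0% = vehicle and 100% = reference inhibitor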
Target sequence (P9WQA3 whole entry, looked up): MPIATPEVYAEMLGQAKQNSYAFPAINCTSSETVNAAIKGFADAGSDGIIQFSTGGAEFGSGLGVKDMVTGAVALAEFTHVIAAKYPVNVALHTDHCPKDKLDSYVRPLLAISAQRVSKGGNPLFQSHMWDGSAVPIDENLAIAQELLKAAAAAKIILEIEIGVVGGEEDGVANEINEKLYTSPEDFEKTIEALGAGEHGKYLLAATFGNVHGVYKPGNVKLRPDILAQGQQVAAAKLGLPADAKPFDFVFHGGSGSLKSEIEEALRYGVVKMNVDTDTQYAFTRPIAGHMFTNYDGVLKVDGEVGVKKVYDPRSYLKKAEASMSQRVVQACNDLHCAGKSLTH
BoNT-F LC inh: blocks Botulinum neurotoxin F light chain protease; Multiplex microsphere protease cleavage assay, flow cytometry; 0.22% of 360,000 active; inhibition, % at 10 µM; in the data active = inhibition above about 35%, passing the limit was not always enough; inconclusive = no clear call, values can overlap the other calls; also: plate controls were buffer without enzyme for full effect and enzyme alone for no effect
BioA inh: inhibitors of Mycobacterium tuberculosis BioA enzyme; inhibition, % at 9.99 µM; purified M. tuberculosis BioA enzyme, plate reader; 0.096% of 360,000 active; in the data active = inhibition above about 40%; inconclusive = no clear call, values can overlap the other calls
MazEF act: increases E. coli MazEF RNase cleavage of RNA. P0AE70. FAM/BHQ RNA-DNA oligo cleavage fluorescence, 5 h. activation, % at 20 µM. 0.32% of 350,000 active. AID 504720; in the data active = activation above about 50%
Target sequence (P0AE70 whole entry, looked up): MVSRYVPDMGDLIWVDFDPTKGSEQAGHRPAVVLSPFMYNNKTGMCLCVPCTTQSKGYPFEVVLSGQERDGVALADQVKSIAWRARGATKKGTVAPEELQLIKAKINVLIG
GDH-TPI inh: GDH-TPI coupled enzyme inhibition counter-screen; GDH-TPI coupled enzyme counterscreen, NADH absorbance; inhibition, % at 4.8 µM; 1.2% of 360,000 active; AID 588335; in the data active = inhibition above about 30%;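 also: 0% = DMSO wells and 100% = wells lacking the enzyme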
PrPC surface inh: cell surface PrPC inhibition, primary TR-FRET screen; TR-FRET read-out; inhibition, % at 13.8 µM; 0.43% of 370,000 active; in the data active = inhibition above about 24%; also: 0% = median of the test wells and 100% = reference compound wells
UGM FP inh: Mtb UDP-galactopyranose mutase inhibition; P9WIQ1; purified UGM, fluorescence polarization probe displacement; inhibition, % at 10 µM; 0.06% of 320,000 active; AID 504406; in the data active = inhibition above about 10%, passing the limit was not always enough; inconclusive = no clear call, values can overlap the other calls
FadD28 FP inh: blocks FadD28 binding to the bisubstrate probe | fluorescence polarization | inhibition, % at 12.5 µM | 0.22% of 360,000 active; in the data active = inhibition above about 8.5%, passing the limit was not always enough; inconclusive = no clear call, values can overlap the other calls
Rv3671c inh: Rv3671c (M. tuberculosis) protease inhibition; P9WHR9; inhibition, % at 5.96 µM; 0.048% of 320,000 active; in the data active = inhibition above about 38%;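 also: extracellular domain of Rv3671c used as enzyme; 0% = enzyme with DMSO and 100% = no enzyme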
Target sequence (P9WHR9 whole entry, looked up, the tested form may be a part): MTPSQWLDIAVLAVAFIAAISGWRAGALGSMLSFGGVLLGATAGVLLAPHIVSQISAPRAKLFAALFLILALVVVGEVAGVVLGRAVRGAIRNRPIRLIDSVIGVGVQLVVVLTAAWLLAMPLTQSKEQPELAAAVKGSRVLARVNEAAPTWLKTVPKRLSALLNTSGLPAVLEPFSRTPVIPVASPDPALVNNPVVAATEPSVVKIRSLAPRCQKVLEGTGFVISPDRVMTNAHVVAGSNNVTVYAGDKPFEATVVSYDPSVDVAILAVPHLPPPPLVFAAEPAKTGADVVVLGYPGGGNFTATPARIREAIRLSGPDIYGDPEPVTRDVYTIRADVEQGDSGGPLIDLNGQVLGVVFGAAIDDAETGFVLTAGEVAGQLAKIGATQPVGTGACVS
The depositor's hits bear a star; ? = inconclusive; / = no result given; & = joins results of further samples.

SMILES	Mtb FBA inh	BoNT-F LC inh	BioA inh	MazEF act	GDH-TPI inh	PrPC surface inh	UGM FP inh	FadD28 FP inh	Rv3671c inh
CC(C)CNC1CCS(=O)(=O)C1 (stereo unspecified)	0	1	0.7	0	11	3	1.1	0.0	-8
CC1(C)CC(=O)c2sc(NC(=O)C(C)(C)C)nc2C1	2	3	/	-2	5	-8	-1.4	-1.2	-2
CCCN1CCC(=O)N([C@H](CN=[N+]=[N-])Cc2ccccc2)CC1	2	-6	-0.7	-6	-3	-8	1.0	1.0	-3
CN1OC[C@@H]2CN(S(=O)(=O)c3cccc4ccccc34)[C@H](c3ccc(-c4ccccc4)cc3)C[C@@H]21	3	-3	-0.6	-3	6	3	/	-2.2	/
CCCCCNc1nc(N2CCCC2)c2c(c1C#N)CCN(C)C2	14	-2	-3.9	-33	29	-11	-2.1	-0.3	4
O=C(CCN1CCOCC1)NCC1COc2ccccc2O1 (stereo unspecified)	-1	-11	-0.1	3	-5	0	-1.8	-4.1	3
O=C(NCCCN1CCOCC1)c1ccco1	-6	-7	-1.7	-2	-6	8	-2.6	-2.0	-3
CCC1(C(=O)OC)NC(c2ccccc2OC)C2C(=O)N(C)C(=O)C21 (stereo unspecified)	-5	-5	-0.1	12	-3	1	-2.9	-1.9	-5
CCc1cc(=O)oc2c(C)c(OS(C)(=O)=O)ccc12	19	7	1.3	-4	2	5	0.1	-1.0	9
Nc1nc(-c2ccc3ccccc3c2)c(C2(O)C(=O)Nc3c(Br)cc(F)cc32)s1 (stereo unspecified)	1	-9	0.6	3	-7	-3	-0.3	/	-6
Cc1ccc(-c2cc(C(=O)N3CCN(c4ccc(O)cc4)CC3)c3ccccc3n2)cc1	4	-14	2.7	6	14	-5	-3.5	-1.1	-7
O=C(NCCc1ccccc1)c1coc(=O)c(Br)c1	24	17	2.2	-9	41*	0	-0.3	/	/
Cc1cccc2nc(CNc3ccc(F)cc3)cn12	1	8	1.7	10	11	3	-3.1	0.5	2
CC(C)CC(C(=O)NC1CCCCC1)N(Cc1cccs1)C(=O)c1snc(C(N)=O)c1N (stereo unspecified)	1	-4	/	-10	11	-5	1.7	-4.3	-1
C=CCn1c(CNC(=O)c2ccccc2F)nnc1SCC(=O)NC(C)c1ccccc1 (stereo unspecified)	0	-3	/	3	-4	6	0.4	-3.1	0
O=C(NS(=O)(=O)Nc1ccc(Cl)cc1)c1c[nH]c2ccccc12	4	2	0.2	9	0	3	-2.8	-1.2	10
CCCCC[C@@H]1C=C(C(=O)OCC)[C@H](c2ccccc2)N1S(=O)(=O)c1ccc(C)cc1	-1	-5	-9.6	/	/	9	/	0.3	/
COC(=O)C(C)NC(=O)C1CCCN1S(=O)(=O)c1cc(C)c(Cl)cc1C (stereo unspecified)	3	5	/	15	-1	0	-0.4	1.2	-4
COCCCNC(=S)NNC(=O)c1ccccc1Br	-4	2	/	-6	5	-2	-1.4	0.3	3
CCCN(CCC)CCCNC(=S)Nc1ccc2nc(N3CCN(CC)CC3)cc(C)c2c1	7	2	/	0	28	-6	2.5	-0.4	9
COC(=O)COC(=O)c1ccccc1NC(=O)c1ccccc1	-1	-1	/	-5	-3	-3	3.3	-4.1	0
CC(C(=O)Nc1ccc(O)cc1C(=O)O)N1C(=O)/C(=C\c2cccs2)SC1=S (stereo unspecified)	-4	?	16	7	19	-8	-0.6	?	-4
CSc1nnc(-c2ccc(Br)s2)n1C	3	-6	/	-5	5	3	2.1	-1.9	6
COc1ccc(Cl)cc1NS(=O)(=O)c1cccc(C(=O)NC2CCN(Cc3ccccc3)CC2)c1	-1	-10	0.5	-2	6	-14	/	-4.1	/
COc1cc(C(=O)Sc2ccc(Cl)cc2)cc(OC)c1OC	-1	-13	-1.0	4	13	-7	-2.8	-0.6	-2
COc1cc(/C=C2/OC(=O)c3cc([N+](=O)[O-])ccc32)cc(OC)c1OC	-9	-3	-0.6	13	-2	-13	-1.2	-2.8	-1
CCOC(=O)c1c(C)[nH]c(C)c1C(=O)CSc1nc2ccccc2n1CCOC	-1	-1	3.1	-1	5	4	-2.6	-2.4	-3
CC1CCCCN1Cc1ccc(Cl)nc1 (stereo unspecified)	-2	2	/	-3	2	11	1.5	-3.0	-11
O=C(CNCc1cccc2ccccc12)Nc1ccccc1[N+](=O)[O-]	5	2	/	6	10	5	-0.6	-1.4	-4
Cc1ccc(CNC(=O)C2CCN(c3nn4c(=O)cc(C)nc4s3)CC2)cc1	-2	2	-0.9	-5	10	-1	4.8	1.5	4
Cc1cc(=O)oc2cc(OCC(=O)N3CC[C@@]4(O)CCCC[C@H]4C3)ccc12	24	-5	0.0	-9	24	1	0.0	1.5	4
COCCNC(=O)CN1C(=O)NC2(CCCc3ccccc32)C1=O (stereo unspecified)	4	1	-0.3	-1	10	3	1.5	0.2	-10
CN1CCN(S(=O)(=O)c2ccc(NC(=O)COc3ccccc3)cc2)CC1	3	-5	/	-1	2	-3	0.8	-0.6	-23
O=C(CNC(=S)N(CCCN1CCOCC1)Cc1cccs1)NCCCN1CCOCC1	3	-11	-0.2	3	22	1	-0.4	-1.1	-14
CC1CCc2c(sc3ncnc(SCC(=O)N(C)C4CCS(=O)(=O)C4)c23)C1 (stereo unspecified)	2	3	11	5	12	0	-0.6	-1.2	0
COCC1CCN(c2nc3nonc3nc2N2CCSCC2)C1 (stereo unspecified)	0	-1	1.5	-3	0	2	1.3	-3.7	-3
CCN(CC)S(=O)(=O)c1cc(OC)ccc1N=Nc1ccc(O)c2ncccc12	-4	-77	-0.3	22	7	-6	-0.8	-0.8	/
CCCc1[nH]nc2c1C(CCc1ccccc1)C(C#N)=C(N)O2 (stereo unspecified)	5	-12	/	-12	17	-6	2.6	-1.3	-1
COc1cc(/C=N/N2C(=O)CSC2=S)ccc1O	-9	-18	2.5	2	38*	4	0.0	0.4	-34
Cn1c(=O)n(C)c2cc([N+](=O)[O-])c(N3CCN(C(=O)c4ccccc4Br)CC3)cc21	-6	3	/	5	10	-23	-0.6	-2.6	-6
CS(=O)(=O)NCc1nnc(SCc2ccccc2C(F)(F)F)o1	2	-2	/	4	19	2	0.6	-1.9	-4
CN(CC(=O)Nc1ccc(N2CCOCC2)cc1)CC(=O)Nc1ccc(Cl)cc1[N+](=O)[O-]	0	-9	/	-2	1	-42	1.4	-0.1	9
O=C(Nc1cc(Cl)ccc1N1CCOCC1)c1ccc(Br)o1	1	1	0.5	-5	-8	-2	0.1	-3.4	-2
Cc1cc(C)cc(CC2CC(=O)N(c3ccc4c(c3)OCCO4)C2=O)c1 (stereo unspecified)	-2	-3	0.2	-6	-1	-6	-1.4	-3.2	-8
CC(=O)Nc1ccc(/C=C2/Sc3ccccc3C2=O)cc1	-7	-2	/	-19	4	/	-0.5	-1.3	-4
O=C(NCCN1CCCCC1)c1cccc2c1C(=O)c1ccc(N3CCCC3)cc1S2(=O)=O	-10	0	-8.3	-95	12	-11	-2.1	-2.1	-8
CCCCCCCCC#Cc1nc(C)ccc1OC	-2	-4	3.3	3	7	-4	/	-1.2	/
CCOc1ccc(NC(=O)COc2ccc(C(=O)NCc3cccc(OC)c3)cc2OC)cc1	-2	-7	-0.6	-1	27	-2	1.0	-3.5	-2

Quoted at random: 5 compounds from above, in no set order.
SMILES	Mtb FBA inh	BoNT-F LC inh	BioA inh	MazEF act	GDH-TPI inh	PrPC surface inh	UGM FP inh	FadD28 FP inh	Rv3671c inh
CS(=O)(=O)NCc1nnc(SCc2ccccc2C(F)(F)F)o1	2	-2	/	4	19	2	0.6	-1.9	-4
O=C(NCCN1CCCCC1)c1cccc2c1C(=O)c1ccc(N3CCCC3)cc1S2(=O)=O	-10	0	-8.3	-95	12	-11	-2.1	-2.1	-8
CCOc1ccc(NC(=O)COc2ccc(C(=O)NCc3cccc(OC)c3)cc2OC)cc1	-2	-7	-0.6	-1	27	-2	1.0	-3.5	-2
CN(CC(=O)Nc1ccc(N2CCOCC2)cc1)CC(=O)Nc1ccc(Cl)cc1[N+](=O)[O-]	0	-9	/	-2	1	-42	1.4	-0.1	9
CCCCCCCCC#Cc1nc(C)ccc1OC	-2	-4	3.3	3	7	-4	/	-1.2	/

More compounds follow.
SMILES	Mtb FBA inh	BoNT-F LC inh	BioA inh	MazEF act	GDH-TPI inh	PrPC surface inh	UGM FP inh	FadD28 FP inh	Rv3671c inh
C=CCNC(=O)NC(=O)COC(=O)/C(C#N)=C/c1ccc(OC)cc1	1	-2	/	-10	7	2	0.0	-2.4	8
CCN1C[C@@H]2[C@@H]3C(=O)N(C)C(=O)[C@@H]3[C@](C)(C1=O)N2C(=O)c1ccc(C(F)(F)F)cc1	6	2	-0.6	7	15	3	/	-0.5	/
O=C(C(Cc1ccccc1)n1cccc1)N1CCN(Cc2ccccc2)CC1 (stereo unspecified)	4	-7	-1.5	-5	6	/	-0.1	-2.1	2
O=C(CSCc1ccc(Cl)cc1)Nc1ccccc1C(=O)N1CCOCC1	1	-1	-1.3	-4	5	1	0.8	0.6	-2
CCCCC(=O)Nc1cccc(NC(=O)c2ccccc2Br)c1	1	1	1.0	-7	-7	-2	4.2	-3.5	8
Cc1ccc(CSCCNC(=O)CN(c2cccc([N+](=O)[O-])c2)S(C)(=O)=O)cc1	-6	0	/	-2	-1	-4	1.5	-4.4	-2
C=CCC1(CCCCC)C(=O)NC(=S)NC1=O	-1	1	/	2	3	2	/	-0.6	/
Cc1ccc(Oc2nc3ccccc3n3cccc23)cc1	8	-15	/	7	2	-6	-0.3	-0.4	-6
CCOC(=O)c1sc(=NC(=O)c2ccccc2)n(C)c1C	5	-3	0.8	10	7	10	2.6	-2.6	-2
O=C(Cn1nnc(N2CCCCC2)n1)c1ccc(Cl)c(Cl)c1	0	/	-1.1	0	4	1	-5.6	-1.2	-5
CC(C)(C)C(=O)Nc1ccccc1C(=O)N1CCCC1	4	-3	-1.0	-2	-4	1	-3.1	-3.6	-4
CCOC(=O)N1CCN(C(=O)c2ccc(N(Cc3ccc(C)cc3)S(C)(=O)=O)cc2)CC1	0	-2	-3.0	-9	7	8	0.1	-1.8	-3
Cc1cccc2c(N=NC(=O)C(C)n3cnc4ccccc4c3=O)c(O)[nH]c12 (stereo unspecified)	-3	1	/	-11	35*	5	-1.6	-4.4	-1
CC(=O)c1cccc(NC(=O)CCN2C(=O)C3C4CCC(C4)C3C2=O)c1 (stereo unspecified)	-1	7	-4.5	5	0	-4	3.3	-2.1	1
O=C(NCCOC(=O)c1ccc(Cl)cc1)c1cccnc1	1	-14	3.8	-13	8	-5	-4.1	-2.1	-2
O=C1N/C(=C/c2cccn2-c2ccccc2)C(=O)N1c1cccc(Cl)c1	-5	2	-1.9	-4	3	9	1.8	-3.9	-4
O=c1cc(CSc2ccccc2)nc(-c2ccccc2)[nH]1	0	-5	/	4	-2	12	-0.9	-4.5	1
CC(C)(C)c1ccc(NC(=O)COC(=O)c2ccc(NS(=O)(=O)c3ccc(F)c(F)c3)cc2)cc1	-4	2	0.3	-2	6	-3	0.3	-1.0	-128
COc1ccc(NC(=O)CN(C)C(=O)c2csc3c2CCCC3)cc1	2	-4	0.6	-5	9	4	3.4	-0.2	-4
COc1ccc(C(=O)NC[C@H]2O[C@@H](n3cnc4c(N)ncnc43)[C@H](O)[C@@H]2O)cc1OC	1	9	0.3	/	/	-2	/	0.1	/
Cc1nnc(SCC(=O)N2c3ccccc3CC2C)s1 (stereo unspecified)	-1	3	6.2	-4	6	1	3.6	-0.3	-6
COc1ccc(OC)c(CCNC(=O)CS(=O)(=O)Cc2nc(-c3ccc(C)cc3)oc2C)c1	0	-5	-1.4	7	3	0	0.1	-0.2	2
CCOc1ccccc1CNS(=O)(=O)c1csc(C(N)=O)c1	1	8	0.0	4	-1	-8	0.5	-4.1	1
CC1=NN(c2ccccc2)C(=O)/C1=C\C=C1\N(C)c2ccccc2C1(C)C	-24	-9	/	3	6	-11	1.0	-0.2	-17
C[C@@H]1CN([C@H](C)CO)C(=O)CCCn2cc(nn2)CO[C@H]1CN(C)C(=O)Oc1ccc2ccccc2c1	0	-8	-0.4&0.0&-1.8	-1	2	/	/	-0.6	/
Cc1cccc(C(=O)N(NC(=O)Oc2ccccc2)C(C)(C)C)c1	5	-23	3.4	5	-3	0	-2.0	-0.7	-6
COc1ccc(CC(=O)NC(=S)NNC(=O)COc2c(C)cccc2C)cc1	4	-5	-1.5	-4	-3	-6	1.2	-0.8	-24
